Bioassay records deposited in PubChem BioAssay by several laboratories.
HTRA1 inh = inhibitors of human serine peptidase HTRA1; Q92743; recombinant HTRA1, FP-rhodamine activity-based probe, fluorescence polarization; inhibition, % at 5.96 µM; 0.5% of 340,000 active; AID 504803; in the data active = inhibition above about 36%;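 also: 0% = enzyme with DMSO and 100% = wells lacking enzyme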
Target sequence (Q92743 whole entry, looked up): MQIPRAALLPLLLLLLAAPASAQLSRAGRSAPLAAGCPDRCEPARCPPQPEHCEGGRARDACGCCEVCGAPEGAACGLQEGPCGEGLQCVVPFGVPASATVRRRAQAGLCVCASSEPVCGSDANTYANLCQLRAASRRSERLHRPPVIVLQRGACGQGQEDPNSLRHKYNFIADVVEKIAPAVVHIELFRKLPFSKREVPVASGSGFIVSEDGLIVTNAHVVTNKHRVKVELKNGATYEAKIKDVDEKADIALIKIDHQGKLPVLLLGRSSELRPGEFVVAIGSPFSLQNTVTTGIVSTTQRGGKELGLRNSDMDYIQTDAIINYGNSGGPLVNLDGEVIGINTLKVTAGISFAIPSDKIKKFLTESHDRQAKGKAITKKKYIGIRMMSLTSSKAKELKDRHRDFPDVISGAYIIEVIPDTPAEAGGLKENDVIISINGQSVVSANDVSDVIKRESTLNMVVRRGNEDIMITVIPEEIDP
TCR CD3 inh = inhibitors of human TCR-CD3 interaction | TAMRA-labeled TCR probe fluorescence, biochemical | inhibition, % at 9.4 µM | 0.37% of 360,000 active; in the data active = inhibition above about 19%;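 also: recombinant mutant TCR 2C K166C tagged with TAMRA read by polarization; 0% = receptor in buffer alone and 100% = receptor with positive control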
TDP2 inh = TDP2 (human) inhibition, absorbance primary screen; 0.34% of 370,000 active; inhibition, % at 12.8 µM; AID 720702; recombinant TDP2, T5PNP hydrolysis, p-nitrophenol absorbance 415 nm; O95551;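 active = inhibition above the mean of all tested compounds plus 3 SD, set per campaign, cut at about 25% in these data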;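 also: 0% = DMSO with enzyme and 100% = buffer with substrate but no TDP2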
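test system = human TDP2 enzyme | input = TDP2 enzyme at 120 nM final | medium = 50 mM Tris-HCl pH 7.5 with Mg2+, KCl, DTT, BSA | also added = T5PNP substrate, 5 mM | times = 2 h at 37 °C | technique = epi absorbance | benchmarks = high control without enzyme, low control DMSO plus TDP2 | replication = each compound tested once, singlicate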
LEDGF integ inh = blocks HIV-1 LEDGF/p75-dependent DNA integration | TR-FRET IN-LEDGF/p75 DNA integration, Eu/Cy5 | inhibition, % at 3.7 µM | 0.64% of 370,000 active | AID 743269;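 active = inhibition above the screen-wide mean plus 3 SD, cut at about 13% in these data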;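 also: signal is the Cy5 over europium emission ratio at 671 and 618 nm; 0% = plate median of compound wells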
Rev-erbA mod = modulates human Rev-erb alpha binding to DNA; P20393; Rev-erbα–FITC-DNA binding, fluorescence polarization, 90 min; activity, % at 10 µM; 0.79% of 370,000 active;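 active = activity above about 14%, limit read from the data; passing the limit was not always enough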;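 also: 0% = DMSO wells with 35 nM protein and 100% = DMSO wells with 750 nM protein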
SIAE primary = inhibitors of human sialic acid acetylesterase SIAE | Q9HAT2 | SIAE FP-Rh probe binding, fluorescence polarization | inhibition, % at 9.66 µM | 0.69% of 370,000 active | AID 1053197;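 active = inhibition above a cutoff: mean of compounds within the control limits plus 3 SD of those, cut at about 17% in these data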;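 also: 0% = plate median of compound wells and 100% = probe without SIAE protein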
Target sequence (Q9HAT2 whole entry, looked up): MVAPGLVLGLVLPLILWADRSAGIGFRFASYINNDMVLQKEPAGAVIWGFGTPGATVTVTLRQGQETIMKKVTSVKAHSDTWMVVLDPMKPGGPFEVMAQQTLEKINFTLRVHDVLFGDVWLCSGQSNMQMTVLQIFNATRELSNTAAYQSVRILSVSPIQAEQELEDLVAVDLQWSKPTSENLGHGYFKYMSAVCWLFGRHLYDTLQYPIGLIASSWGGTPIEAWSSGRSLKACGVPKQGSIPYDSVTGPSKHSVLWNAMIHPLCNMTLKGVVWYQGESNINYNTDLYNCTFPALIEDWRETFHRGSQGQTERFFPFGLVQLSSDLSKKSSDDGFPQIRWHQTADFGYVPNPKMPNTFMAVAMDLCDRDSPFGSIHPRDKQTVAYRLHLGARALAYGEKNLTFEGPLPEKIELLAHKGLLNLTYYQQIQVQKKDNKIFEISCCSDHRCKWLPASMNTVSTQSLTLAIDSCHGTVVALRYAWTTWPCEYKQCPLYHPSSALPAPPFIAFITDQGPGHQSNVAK
ABHD4 inh = ABHD4 (mouse) inhibition, primary FP screen. inhibition, % at 8.92 µM. 0.54% of 370,000 active. Q8VD66. purified mABHD4, FP-Rh probe fluorescence polarization;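 active = inhibition exceeding the mean over every tested compound plus 3 SD, cut at about 30% in these data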;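 also: 0% = plate median of compound wells and 100% = S159A mutant with DMSO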
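Test system: mouse ABHD4 enzyme, wild type. Reagent: FP-Rh fluorescent activity-based probe, added after compound pre-incubation. Timing: pre-incubation 45 min, probe exposure 60 min, at 25 °C. Technique: FP readout, ex 525 nm / em 598 nm. Benchmarks: high control S159A mutant with DMSO, low control median of compound wells.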
PRMT1 FP inh = inhibitors of human PRMT1; Q99873; recombinant PRMT1, activity-based probe fluorescence polarization; inhibition, % at 2.79 µM; 1.3% of 370,000 active; AID 652257;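 active = inhibition above about 21% made by adding two undisclosed values, limit read from the data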
PG9 Ab binder = small molecules binding HIV-1 gp120 antibody PG9; TR-FRET gp120-PG9 antibody binding; inhibition, % at 6.7 µM; 0.43% of 360,000 active; AID 624416; in the data active = inhibition above about 8.5%
rCAG RNA binder = r(CAG) repeat RNA binding; TO-PRO-1 dye displacement fluorescence; 1.3% of 370,000 active; inhibition, % at 3 µM;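 active = inhibition above the plate cutoff, the mean of all test compounds on that plate plus 3 SD, cut at about 35% in these data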;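 also: 0% = DMSO alone and 100% = 100 µM mitoxantrone as full dye displacement; higher means more dye released from RNA so lower well fluorescence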
Numbers without * were called inactive; · = no result given. Not all compounds are listed. The share of hits here may be higher or lower than overall.

SMILES	HTRA1 inh	TCR CD3 inh	TDP2 inh	LEDGF integ inh	Rev-erbA mod	SIAE primary	ABHD4 inh	PRMT1 FP inh	PG9 Ab binder	rCAG RNA binder
CSc1ccc(/C=N/NC(=O)CNc2ccc3ccccc3c2)cc1	9	2	-7	2	7	15	-5	29*	-2.4	16
CCn1c(=O)c(CCC(=O)N2CCN(c3ccccn3)CC2)c(C)c2c(C)nn(-c3cccc(C)c3)c21	0	4	-1	-3	-1	0	1	2	-2.3	3
C#CC(C)(C)NC(=O)c1ccc(-c2ccccc2F)cc1	6	-2	-6	4	2	-1	-5	3	0.6	-3
CN(CC(=O)Nc1ccc(F)c(F)c1F)C(=O)CCN1C(=O)C2CCCCC2C1=O (stereo not given)	3	-1	-19	10	1	-7	-6	-2	-0.1	1
Cc1ccc(SCc2cc(=O)[nH]c(SCC(=O)Nc3cc(Cl)ccc3Cl)n2)cc1	-8	0	-5	3	-5	-2	-2	0	-1.5	5
CCOc1cccc2cc(C(=O)N3CCc4ccccc43)c(=O)oc12	-15	-7	2	-1	-6	-8	0	2	0.1	0
COc1ccc(CNC(=O)CN(C(=O)c2snc(C(N)=O)c2N)c2ccc(F)cc2)cc1	-1	1	-2	4	-4	2	9	-1	-1.8	2
COC(=O)c1ccc(NS(=O)(=O)NC(=O)c2c[nH]c3ccccc23)cc1	7	-3	-1	0	-2	-1	-1	1	-1.8	3
CC(=O)Nc1ccc(S(=O)(=O)Nc2nc3ccccc3nc2N2CCOCC2)cc1	3	-1	-5	2	-9	-4	1	6	-7.5	3
CN(C(=O)COC(=O)Cc1c(F)cccc1Cl)c1c(N)n(Cc2ccccc2)c(=O)[nH]c1=O	-3	-10	-11	0	-3	1	0	-2	-2.2	1
CCn1c(CNc2ccc(Cl)cc2)nnc1SCCN1CCCCC1	-8	-3	3	5	-2	15	0	-3	1.2	-1
CC(=O)N1CCc2cc(Br)c(S(=O)(=O)CCC(=O)N3CCN(c4ccccn4)CC3)cc21	·	·	1	-1	-1	3	13	4	·	9
CCc1ccccc1Oc1nc(NCc2ccccc2)nc2ccsc12	·	2	7	1	-4	-5	7	0	-1.3	5
COc1ccccc1N1CCN(C(=O)CN(CCc2ccccc2)S(C)(=O)=O)CC1	6	0	-4	1	-1	-8	-3	-3	1.8	-4
CCOC(=O)[C@@H]1[C@H]2COc3cc(OC)ccc3[C@@H]2N2C(=O)N(c3ccc(OC)cc3)C(=O)[C@]12C	-11	9	2	-2	-1	-1	-4	-4	0.6	-7
Nc1nc(COC(=O)CCC(=O)c2ccccc2)nc(Nc2ccccc2)n1	-7	-9	-1	-6	-6	-5	-4	4	2.2	1
CCOc1cc(/C=N/n2cnnc2)ccc1OCC(=O)Nc1ccccc1OC	-7	4	-13	0	0	-2	-1	-1	-0.5	-2
CCN1C(=O)[C@H]2[C@@H](c3ccc(-c4cc(C(C)=O)cs4)cc3)N3CCCC[C@@]3(C(=O)OC)[C@H]2C1=O	-2	1	-12	-1	30*	-9	-13	-6	0.3	1
CCCCNC(=O)CSc1cc(=O)n(C)c2ccccc12	4	4	0	2	3	-3	0	1	2.5	-2
COc1cc(C2NC(=O)C(C#N)=C(Nc3cccc(C)c3)S2)ccc1O (stereo not given)	9	-4	16	-4	-2	4	0	4	0.4	4
CCCN1C(=O)c2ccc(C(=O)Nc3nccs3)cc2C1=O	0	-4	-1	-1	1	-1	-5	-3	0.6	-2
O=C(COC(=O)CCC1CCCC1)Nc1nc2c(F)c(F)c(F)cc2s1	-8	6	-2	-2	7	-14	-5	-2	-0.2	7
O=S(=O)(c1ccccc1)c1nc(-c2cccs2)oc1NCc1cccnc1	0	10	0	1	3	-7	5	4	1.3	1
CCc1ccc(-c2cc(C)no2)cc1S(=O)(=O)Nc1cc(C)ccn1	-3	2	-4	-3	8	3	-1	3	-1.9	3
Cc1cc(C)c2cc(C(c3nnnn3CC3CCCO3)N3CCN4CCCC4C3)c(=O)[nH]c2c1 (stereo not given)	-4	-6	2	-4	-2	-7	1	-2	-0.5	2
CC(=O)Nc1ccc(NC(=O)c2ccc(N(Cc3ccccc3C)S(C)(=O)=O)cc2)cc1	1	-6	-25	5	-7	0	-5	0	-2.5	2
CC(NC(=O)COC(=O)C1CCN(c2ccc(C(F)(F)F)cn2)CC1)c1ccccc1 (stereo not given)	-13	-3	-8	-3	0	-1	-12	4	-2.1	-1
Cc1ccc2nc(NC(=O)c3ccc(OCC4CCCO4)cc3)sc2c1 (stereo not given)	-38	5	-17	8	31*	-1	-10	-3	-2.4	8
CCOC(=O)c1cc(C)n(Cc2ccc(OCC)c(OC)c2)c1C	-13	0	-11	-1	5	-9	-7	-2	-0.6	-11
CCCCN1CC(N2CCN(CCN(C)C)CC2)CS1(=O)=O (stereo not given)	·	10	-6	-1	3	4	2	-1	-0.1	0
O=C(Nc1ccc(CN2CCOCC2)cc1)c1cc2ccccn2n1	0	1	-4	1	5	6	6	-4	-0.7	4
CC(=O)N(c1nc2ccccc2s1)N1C(=O)c2ccccc2C1=O	·	2	-4	-4	-6	3	6	3	0.4	1
O=C(NCCS(=O)(=O)N1CCN(c2ccccc2)CC1)c1cccc(F)c1	0	8	2	6	0	0	-6	-3	-1.4	0
COc1cc(OC)c(OC)cc1CNCCNC(=O)c1ccco1	1	5	3	0	3	-3	5	-5	-1.2	6
Cc1ccc(NC(=O)C2OCCc3ccccc32)cc1C (stereo not given)	-8	0	-9	-5	-2	0	-5	2	-1.8	-3
CCOC(=O)C(Cc1ccc(NC(=O)/C(=C\c2ccccc2)NC(=O)c2ccccc2)cc1)N1C(=O)c2ccccc2C1=O (stereo not given)	-3	-5	-2	3	4	-39	0	0	-0.7	10
Cc1cc(C)c(C#N)c(SCc2ccccc2)n1	-12	-2	-12	5	4	-8	-13	4	-2.1	2
CN(C)C(CNC(=O)C1CCCN1C(=O)c1cccs1)c1ccccc1 (stereo not given)	·	-1	5	1	5	-2	4	-1	-0.4	0
CCSc1ccccc1C(=O)NCc1ccco1	-5	2	-1	-2	2	-2	6	5	2.6	0
CCCC(=O)Nc1ccc2c(c1)nc(CN1CCCCC1)n2C	3	0	-1	-2	-2	2	-2	1	-2.1	-2
CN(C(=O)COC(=O)CNC(=O)CNC(=O)c1ccc(Cl)cc1Cl)c1ccccc1	2	2	23	-6	-6	-4	1	6	0.3	-3
CN(CC(=O)Nc1ccc(F)c(F)c1F)C(=O)CCCSc1nc2ccccc2[nH]1	-1	10	-17	4	0	2	0	-7	-0.5	2
COC(=O)Nc1cccn(Cc2c(Cl)cccc2Cl)c1=O	-2	9	10	-1	-5	-2	0	-1	3.2	0
COc1cc(C2Nc3cccc4cccc(c34)N2)ccc1O	21	-10	15	-1	-2	54*	0	7	-3.1	53*
Cc1ccc(S(=O)(=O)NCC(=O)OCC(=O)c2ccc(S(=O)(=O)N3CCCCC3)cc2)cc1C	-6	10	2	-4	0	0	-1	2	0.0	12
O=C(NCC1CCCO1)c1ccccc1S(=O)(=O)c1ccc([N+](=O)[O-])cc1 (stereo not given)	3	1	6	0	-1	-1	6	5	-0.1	-3
CCCOc1ccc(C(=O)NCCc2ccccc2)cc1	-3	7	6	1	2	5	1	-3	-0.4	-6
O=C(N/N=C/c1ccc([N+](=O)[O-])cc1)c1[nH]ncc1Br	2	-2	2	-2	1	2	0	-2	-0.1	-2
OC1(c2ccc3c(c2)OCO3)CCN(Cc2ccccn2)CC1	-4	-5	11	-1	0	4	-6	0	-0.7	0
CCOC(=O)c1sc(=S)n(-c2ccc(C)cc2)c1SC	-6	-7	4	-2	3	0	6	5	3.2	-3
CC1CN=C(c2cccn2Cc2ccc(F)cc2Cl)O1 (stereo not given)	0	10	-1	-2	3	-3	-7	-3	-0.1	-4
COc1cc([N+](=O)[O-])ccc1NC(=O)C[n+]1cccc(C)c1	0	-1	-5	1	-6	0	4	0	-1.3	0
COc1cccc(NC(=O)C2(C)CCN2Cc2ccccc2OC(F)F)c1 (stereo not given)	·	-8	7	-2	2	4	-6	-5	-1.1	-1
COc1ccc(NC(C)=O)cc1NC(C)C(=O)Nc1ccc(S(=O)(=O)N2CCCCC2)cc1 (stereo not given)	-1	5	3	1	-2	7	5	0	-2.0	5
CC(CSc1nnnn1-c1ccccc1)Cn1c(N2CCCC2)nc2c1c(=O)[nH]c(=O)n2C (stereo not given)	8	-7	-7	1	2	-6	6	2	-0.8	-4
Nn1c(SCC(=O)Nc2cccc(Br)c2)nnc1C1CC1	-3	-4	4	-2	0	-3	6	7	-0.7	1
Cc1ccc(NC(=O)CNCc2cccs2)cc1Br	-11	-7	6	-2	-3	-4	6	0	-1.3	-4
CCCCN(C(=O)c1ccccc1Br)C1CCS(=O)(=O)C1 (stereo not given)	5	4	-3	-1	-5	9	1	-1	-0.7	-4
Fc1cccc(CCN2C(=S)NC[C@@H]2CC2CCCCC2)c1	-32	-7	-20	3	5	1	-11	1	1.2	-3
CC1CCc2c(C(=O)NCc3cccnc3)csc2C1 (stereo not given)	-8	-4	-8	-5	5	-7	-2	5	-0.8	2
(continued)
SMILES	HTRA1 inh	TCR CD3 inh	TDP2 inh	LEDGF integ inh	Rev-erbA mod	SIAE primary	ABHD4 inh	PRMT1 FP inh	PG9 Ab binder	rCAG RNA binder
Cc1cc2cc(C)c(NCCNC(=O)c3ccccc3F)nc2cc1C	-2	5	-2	2	4	3	-6	2	-1.6	-2
CN(C)c1ccc(C(=O)OCC(=O)N2CCOCC2)cc1	1	-3	2	0	-1	1	-1	-2	0.5	-6
COc1cccc(CSc2nc3nc(C)cc(C)n3n2)c1	-3	3	-6	0	-3	-3	0	2	0.7	-3
COc1ccc(S(=O)(=O)N2CCCC2)cc1NC(=O)c1ccccc1F	0	-5	11	-1	-2	6	-3	1	1.0	1
Cc1csc(=O)n1CC(=O)OCC(=O)Nc1ccc(F)c(F)c1	-1	3	8	3	5	-2	0	2	-0.1	1
CN(C(=O)COC(=O)CCc1c[nH]c2ccccc12)C(c1ccccc1)c1ccccc1	-20	-7	5	-4	5	6	-8	1	1.4	1
Cc1ccc2c(c1)C(O)(CC(=O)/C=C/C=C/c1ccccc1)C(=O)N2 (stereo not given)	-7	-1	-5	-1	-1	1	1	3	-2.4	-3

Compound profiles, as listed above.
Entry for COc1ccc(S(=O)(=O)N2CCCC2)cc1NC(=O)c1ccccc1F : HTRA1 inh: 0; TCR CD3 inh: -5; TDP2 inh: 11; LEDGF integ inh: -1; Rev-erbA mod: -2; SIAE primary: 6; ABHD4 inh: -3; PRMT1 FP inh: 1; PG9 Ab binder: 1.0; rCAG RNA binder: 1
Entry for COc1cccc(CSc2nc3nc(C)cc(C)n3n2)c1 : HTRA1 inh: -3; TCR CD3 inh: 3; TDP2 inh: -6; LEDGF integ inh: 0; Rev-erbA mod: -3; SIAE primary: -3; ABHD4 inh: 0; PRMT1 FP inh: 2; PG9 Ab binder: 0.7; rCAG RNA binder: -3
